Source: PubChem
VHR inh abs – DUSP3 (human) phosphatase inhibition; P51452; recombinant VHR phosphatase, pNPP absorbance; inhibition, % at 13.3 µM; actives 0.52% (n = 290,000); in the data active = inhibition above about 50%; also: some compounds called inactive have numbers as strong as hits
Target sequence (P51452 whole entry, looked up): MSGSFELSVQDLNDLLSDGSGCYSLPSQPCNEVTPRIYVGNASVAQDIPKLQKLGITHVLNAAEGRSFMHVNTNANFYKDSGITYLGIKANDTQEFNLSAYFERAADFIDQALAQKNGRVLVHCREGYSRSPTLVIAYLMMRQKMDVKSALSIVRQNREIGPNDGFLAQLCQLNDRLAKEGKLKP
BoNT F protease – inhibitors of Botulinum neurotoxin F light chain protease | Multiplex microsphere protease cleavage assay, flow cytometry | inhibition, % at 10 µM | actives 0.22% (n = 360,000) | AID 588497; in the data active = inhibition above about 35%, passing the limit was not always enough; inconclusive = no clear call, values can overlap the other calls; also: plate controls were buffer without enzyme for full effect and enzyme alone for no effect
CCHF vOTU inh – blocks the CCHF virus ovarian tumor domain protease. AID 651958. CCHFV vOTU protease, Pep-AMC fluorescence. actives 0.55% (n = 370,000). inhibition, % at 11.5 µM; also: 0% = vehicle wells with enzyme and 100% = no enzyme wells
GDH-TPI counter – inhibits GDH-TPI coupling enzymes, artifact for Mtb FBA screen | actives 1.2% (n = 360,000) | GDH-TPI coupled enzyme counterscreen, NADH absorbance | inhibition, % at 4.8 µM;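 also: 0% = DMSO wells and 100% = wells lacking the enzyme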
FadD28 FP inh – inhibitors of Mycobacterium tuberculosis FadD28 bisubstrate binding. FadD28 bisubstrate probe binding, fluorescence polarization. inhibition, % at 12.5 µM. actives 0.22% (n = 360,000); in the data active = inhibition above about 8.5%, passing the limit was not always enough; inconclusive = no clear call, values can overlap the other calls
MazF activator – increases E. coli MazEF RNase cleavage of RNA. P0AE70. FAM/BHQ RNA-DNA oligo cleavage fluorescence, 5 h. activation, % at 20 µM. actives 0.32% (n = 350,000). AID 504720; in the data active = activation above about 50%
Target sequence (P0AE70 whole entry, looked up): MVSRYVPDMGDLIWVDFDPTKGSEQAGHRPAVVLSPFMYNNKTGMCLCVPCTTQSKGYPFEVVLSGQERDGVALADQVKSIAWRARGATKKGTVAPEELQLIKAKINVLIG
Mtb BioA inh – inhibitors of Mycobacterium tuberculosis BioA enzyme; purified M. tuberculosis BioA enzyme, plate reader; inhibition, % at 9.99 µM; actives 0.096% (n = 360,000); in the data active = inhibition above about 40%; inconclusive = no clear call, values can overlap the other calls
Mtb FBA inh – inhibits M. tuberculosis FBA enzyme. P9WQA3. purified M. tuberculosis FBA, fluorescence read-out. inhibition, % at 1 µM. actives 2.3% (n = 360,000). AID 588726; in the data active = inhibition above about 27%;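 also: 0% = vehicle and 100% = reference inhibitor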
Target sequence (P9WQA3 whole entry, looked up): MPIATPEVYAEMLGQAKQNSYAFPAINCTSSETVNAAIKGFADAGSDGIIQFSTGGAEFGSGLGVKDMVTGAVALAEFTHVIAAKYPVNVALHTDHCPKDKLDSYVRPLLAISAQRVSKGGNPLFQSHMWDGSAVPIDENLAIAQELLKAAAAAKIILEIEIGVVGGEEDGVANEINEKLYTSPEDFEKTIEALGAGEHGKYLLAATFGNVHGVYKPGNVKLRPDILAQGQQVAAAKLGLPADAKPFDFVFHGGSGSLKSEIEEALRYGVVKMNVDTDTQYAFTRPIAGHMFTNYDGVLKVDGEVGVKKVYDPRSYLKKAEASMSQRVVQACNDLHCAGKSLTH
Rv3671c protease – Rv3671c (M. tuberculosis) protease inhibition | P9WHR9 | inhibition, % at 5.96 µM | actives 0.048% (n = 320,000); in the data active = inhibition above about 38%;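 also: extracellular domain of Rv3671c used as enzyme; 0% = enzyme with DMSO and 100% = no enzyme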
Mtb UGM inh – blocks M. tuberculosis UGM enzyme. actives 0.06% (n = 320,000). purified UGM, fluorescence polarization probe displacement. P9WIQ1. AID 504406. inhibition, % at 10 µM; in the data active = inhibition above about 10%, passing the limit was not always enough; inconclusive = no clear call, values can overlap the other calls
* hit, by the source's call; ? = inconclusive; . = no result given. Rule as the data show it, unless noted: active = inhibition above about 30%; inactive = the rest.

A first look:
SMILES	VHR inh abs	BoNT F protease	CCHF vOTU inh	GDH-TPI counter	FadD28 FP inh	MazF activator	Mtb BioA inh	Mtb FBA inh	Rv3671c protease	Mtb UGM inh
CC1CCCC(NC(=O)CCC(=O)c2ccc(F)cc2)C1C (centres undefined)	6.1	-6.6	6.8	4.9	-2.5	-8.2	.	3.6	-2.2	-2.8
O=c1ccn([C@@H]2O[C@H](CNCc3ccc(-n4cccn4)cc3)[C@@H](O)[C@H]2O)c(=O)[nH]1	.	-2.1	-12.8	-10.4	-0.2	-5.1	-2.8	1.6	.	.
NC(=O)c1oc2ccccc2c1NC(=O)C1COc2ccccc2O1 (centres undefined)	16.9	-0.3	-6.7	0.6	-1.5	18.2	.	-1.9	10.8	-0.6
O=S(=O)(CCc1nc2ccccc2[nH]1)c1ccc(Cl)cc1	7.4	-3.1	-8.1	5.2	-1.0	0.6	0.4	2.1	-9.8	1.0
O=C(Cc1ccc(Cl)cc1)Nc1ccc(Br)cc1	-19.6	-3.4	14.9	5.4	-3.0	3.0	-0.5	3.4	0.5	-0.9
CN(C)C(=O)c1ccc(-c2nnc(OCc3nc4ccccc4n3C)c3ccccc23)cc1	.	-10.0	6.2	8.9	-0.3	7.3	.	-0.6	.	.
O=C(CCSc1ccc(Cl)cc1)c1cccs1	-14.8	-1.5	-0.5	2.5	-3.4	-2.8	.	-2.7	0.2	-2.0
Cc1cccc2c1c1ccc3c(c1n2C)C(=O)C=CC3=O	39.7	-40.4	-4.0	10.3	-0.1	-8.1	1.1	2.9	.	.
CCOc1ccc(C2C(C(=O)c3ccco3)=C(O)C(=O)N2Cc2cccnc2)cc1 (centres undefined)	-0.5	-4.9	3.3	9.2	-3.5	3.8	.	3.9	-3.3	2.5

All compounds of this part, previewed entries included:
SMILES	VHR inh abs	BoNT F protease	CCHF vOTU inh	GDH-TPI counter	FadD28 FP inh	MazF activator	Mtb BioA inh	Mtb FBA inh	Rv3671c protease	Mtb UGM inh
CC1CCCC(NC(=O)CCC(=O)c2ccc(F)cc2)C1C (centres undefined)	6.1	-6.6	6.8	4.9	-2.5	-8.2	.	3.6	-2.2	-2.8
O=c1ccn([C@@H]2O[C@H](CNCc3ccc(-n4cccn4)cc3)[C@@H](O)[C@H]2O)c(=O)[nH]1	.	-2.1	-12.8	-10.4	-0.2	-5.1	-2.8	1.6	.	.
NC(=O)c1oc2ccccc2c1NC(=O)C1COc2ccccc2O1 (centres undefined)	16.9	-0.3	-6.7	0.6	-1.5	18.2	.	-1.9	10.8	-0.6
O=S(=O)(CCc1nc2ccccc2[nH]1)c1ccc(Cl)cc1	7.4	-3.1	-8.1	5.2	-1.0	0.6	0.4	2.1	-9.8	1.0
O=C(Cc1ccc(Cl)cc1)Nc1ccc(Br)cc1	-19.6	-3.4	14.9	5.4	-3.0	3.0	-0.5	3.4	0.5	-0.9
CN(C)C(=O)c1ccc(-c2nnc(OCc3nc4ccccc4n3C)c3ccccc23)cc1	.	-10.0	6.2	8.9	-0.3	7.3	.	-0.6	.	.
O=C(CCSc1ccc(Cl)cc1)c1cccs1	-14.8	-1.5	-0.5	2.5	-3.4	-2.8	.	-2.7	0.2	-2.0
Cc1cccc2c1c1ccc3c(c1n2C)C(=O)C=CC3=O	39.7	-40.4	-4.0	10.3	-0.1	-8.1	1.1	2.9	.	.
CCOc1ccc(C2C(C(=O)c3ccco3)=C(O)C(=O)N2Cc2cccnc2)cc1 (centres undefined)	-0.5	-4.9	3.3	9.2	-3.5	3.8	.	3.9	-3.3	2.5
CN(C)c1ccc(C(=O)OCC(=O)Nc2cccc(S(=O)(=O)N3CCCC3)c2)cc1	.	-8.0	-0.5	13.7	0.0	-8.5	-2.5	6.3	-4.8	-0.4
CN(C)/C=N/c1sc2c(c1C#N)CCCC2	-13.6	-2.4	0.7	14.9	-1.0	-4.6	-0.4	3.6	-20.6	-1.1
CN(C(=S)Nc1cccnc1)c1ccc(O)cc1	7.3	-0.8	48.9*	-4.8	0.6	2.4	2.8	4.6	-61.1	-1.4
N#C/C(=C\c1ccc(-c2ccccc2C(=O)O)o1)c1nc2ccccc2[nH]1	6.0	-16.8	-6.1	15.5	-2.1	-52.8	-1.7	-13.1	4.8	-7.1
Cn1ccsc1=NC(=O)c1cccc(C#N)c1	20.3	0.0	12.1	25.4	-0.6	0.6	1.6	0.1	8.6	1.5
CC(=O)C1=C(C)OC(N)=C(C#N)C1c1ccncc1 (centres undefined)	-12.2	-16.6	1.3	10.6	-1.2	-12.9	-1.8	4.7	-0.1	1.7
N#CC1=C(N)N(c2ccccc2)C2=C(C(=O)CCC2)C1c1ccsc1 (centres undefined)	2.6	-3.2	9.3	10.1	-4.4	6.7	5.1	3.0	-6.2	3.7
COC(=O)c1nonc1NCn1nnc2ccccc21	5.4	-2.6	-3.7	3.2	-3.7	7.1	-1.7	-0.2	-5.3	1.8
Cc1c(C(=O)OCC(=O)N2CC(C)OC(C)C2)oc2ccc(Br)cc12 (centres undefined)	10.4	-3.9	-2.3	11.4	-0.8	2.9	0.0	-3.2	-0.9	-0.2
O=C(CSc1nc2c(cnn2-c2ccccc2)c(=O)[nH]1)NC1CCS(=O)(=O)C1 (centres undefined)	34.8	-5.6	-11.3	5.9	-3.0	-0.8	.	-0.5	-14.5	-2.8
COC(=O)c1cc(C(=O)OCC(=O)NC2CCS(=O)(=O)C2)cc([N+](=O)[O-])c1 (centres undefined)	-5.0	1.2	7.8	-2.5	-1.9	-7.9	.	-2.4	4.2	-0.4
O=C(O)c1ccc(Nc2nc(-c3cccnc3)cs2)cc1O	-17.8	?	6.3	43.4*	0.6	2.5	-0.5	-2.0	-5.8	-3.0
Cc1cc(C)cc(N2C(=O)CC(n3ccnc3)C2=O)c1 (centres undefined)	21.3	-7.3	15.3	-4.5	-0.5	5.0	0.5	3.8	-5.0	0.0
CN(C)CCOC(=O)CC12CC3CC(C1)CC(CC(=O)OCCN(C)C)(C3)C2	-0.4	-1.8	-0.7	-0.9	0.1	8.7	-1.0	-0.2	1.4	-1.9
CCCCCC1CC(CC(=O)O)C(=O)O1 (centres undefined)	22.8	-4.4	10.7	-7.7	-3.5	3.6	2.0	1.0	5.2	0.4
Cc1nc(-c2ccc(O)c(O)c2)cs1	12.5	-5.5	-17.9	12.4	1.0	4.9	-1.5	-1.2	-4.0	7.7
O=C(O)CC1SC(=Nc2cccc(C(F)(F)F)c2)NC1=O (centres undefined)	26.4	4.5	4.3	-11.1	-2.8	-1.6	-1.6	-3.3	-4.8	0.5
O=c1c([N+](=O)[O-])c(N2CCOCC2)c2ccccc2n1Cc1ccccc1	34.4	-1.9	3.5	0.6	-1.3	16.1	.	8.1	9.8	0.6
O=C(N/N=C/c1cccc2ccccc12)c1cc(C2CC2)[nH]n1	24.1	6.4	17.0	26.9	-8.9	5.3	0.3	-3.1	-9.3	-1.9
CCCOc1ccc(-c2c(C(=O)N/N=C/c3ccccc3OCC)nnn2-c2nonc2N)cc1	-25.2	5.6	6.7	8.9	0.8	-7.5	-0.1	-0.1	-5.2	1.7
C=CCn1c(SCc2cc([N+](=O)[O-])cc3c2OCOC3)nc2cc(C(=O)O)ccc2c1=O	16.6	5.5	-0.4	22.5	-3.0	-4.5	5.9	2.8	-0.5	0.2
O=C(CCn1c(=O)oc2ccccc21)N1CCc2ccccc21	7.6	-6.1	-9.7	5.9	-0.5	32.2	-1.5	-1.4	-9.9	-0.7
Cc1ccc(C2NC(=S)NC3=C2C(=O)CC(C)(C)C3)cc1 (centres undefined)	-32.9	-4.1	-0.6	23.8	-11.4	3.6	.	-2.3	-1.8	-1.6
Cc1ccc(CC(=O)Nc2ccncc2)cc1	-7.9	-3.1	-16.6	-5.2	-2.9	3.1	1.3	0.1	1.8	-0.8
COc1ccc(C(=O)O)cc1S(=O)(=O)Nc1ccc(Oc2ccccc2)cc1	.	-0.4	5.5	-1.8	-7.9	-12.7	-0.3	-1.1	4.1	-0.7
COc1ccc(C)cc1N(CC(=O)Nc1cccnc1)S(=O)(=O)c1ccc(C)cc1	1.9	-2.1	-0.7	5.1	-1.7	-8.3	1.9	2.0	3.1	3.3
CCc1nc(Nc2ccccc2OC)c2oc3ccccc3c2n1	1.8	-38.8	-6.3	7.1	-4.3	2.9	-1.5	11.2	-10.2	-1.1
Nc1c2c(nc3sc4c(c13)CCCC4)CCCCCC2	7.4	-0.6	1.5	-0.3	-1.9	4.2	0.7	1.8	-12.7	1.1
Cc1nn(-c2cccc(C(F)(F)F)c2)c(=O)c2ccccc12	8.1	-14.4	-2.1	-1.1	-3.5	-2.1	0.2	-1.4	2.9	-0.7
O=S(=O)(Nc1cccc2ccccc12)c1cccs1	-9.1	-9.6	7.1	1.0	-0.9	0.6	18.0	-3.4	-10.3	-2.2
O=C(c1ccc2c(c1)OCO2)N1CCN(S(=O)(=O)N2CCCCC2)CC1	14.1	14.7	-15.2	-3.7	-1.9	4.6	0.5	1.1	-1.1	-1.4
Cc1cccc(NS(=O)(=O)c2cc(C(=O)OCC(=O)Nc3cc(C)on3)ccc2C)c1	-0.9	0.0	8.3	2.7	-2.4	-4.1	1.2	-5.0	-6.5	4.3
Cc1ccc(F)c(CNC(=O)C2(C)CCCN2C(=O)C(C)C)c1F (centres undefined)	.	7.7	6.3	7.4	-0.3	.	-0.3	3.4	.	.
CC(=O)Nc1ccc2nc(CN3CCN(CC(C)C)C(CCO)C3)ccc2c1 (centres undefined)	25.9	-4.4	-10.9	4.4	-2.8	-6.2	.	12.8	6.9	0.7
NC(=O)C(CCC(=O)c1ccc(Br)cc1)S(=O)(=O)c1ccccc1 (centres undefined)	10.6	-1.0	5.2	0.3	-2.0	7.9	.	-1.7	-2.1	0.1
CCC(NS(=O)(=O)c1ccc(OC)cc1)C(=O)NCCc1ccccc1 (centres undefined)	-1.6	8.7	18.9	-3.8	0.8	0.4	-2.7	0.0	3.9	-1.5
COc1cc(NC(=O)c2cnn3c(C(F)F)cc(C4CC4)nc23)c(OC)cc1Cl	21.6	0.0	-2.0	-2.9	-2.6	-12.3	.	11.9	0.3	-0.2
CCOc1ccc(Br)cc1S(=O)(=O)Nc1ccc(C(=O)OCC(=O)Nc2ccc(C#N)cc2)cc1	33.4	-2.2	2.1	16.9	-0.3	-10.7	.	4.3	-89.6	1.6
CC(C)CCNC(=O)c1ccc(OC2CCN(S(=O)(=O)N(C)C)CC2)cc1	-5.3	-0.9	4.9	3.5	-4.0	0.8	0.2	-2.4	-6.2	1.9
COc1ccccc1OCC(=O)Nc1sc2c(c1C(N)=O)CCC2	.	.	7.4	0.0	-0.6	-2.7	0.8	-0.2	3.6	1.2
O=C(N/N=C/c1ccc(Cl)c([N+](=O)[O-])c1)c1ccc2c(c1)OCCO2	.	0.9	-6.3	19.0	-0.2	1.2	-1.9	-0.5	.	.
CC(C)(C)C1CCC(OC(=O)C[N+]2(C)CCCCC2)CC1 (centres undefined)	-5.2	-2.4	14.3	-4.1	-3.8	7.3	.	1.1	-3.5	-2.4
CN(c1ccccc1)S(=O)(=O)c1cccc(NC(=O)Cc2c(F)cccc2Cl)c1	-2.7	-7.2	1.5	-4.2	-0.9	1.2	-0.7	-0.3	-34.1	-1.3
CCOc1ccc2nc(NC(=O)c3ccc(S(=O)(=O)N4CCOCC4)cc3)sc2c1	12.8	3.4	-1.2	8.5	-1.4	-20.8	-4.4	1.4	4.5	0.2
c1ccn2cc(C34CC5CC(CC(C5)C3)C4)nc2c1	38.3	-4.4	3.7	-5.6	-2.8	11.2	.	21.6	-1.7	0.2
